CFTR F508del cor = CFTR F508del correction in bronchial cells; 0.36% of 350,000 active; CFBE cells, YFP halide quenching; stimulated with forskolin plus potentiator P3; % fluorescence drop versus neutral controls; AID 720511; activity (quench increase), % at 7.58 µM;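 active means mean added fluorescence quench of at least 8% versus neutral control, with both replicates also reaching 8%; inconclusive means only one of the mean or replicate conditions met; inactive means mean below 8% and not both replicates reaching 8%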;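 further: cells transiently co-express mutant CFTR-F508del with the halide-sensitive YFP; corrector assay measuring rescue of mutant channel to the surface after 24 h compound exposure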
ARNT-TACC3 inh = ARNT/TACC3 interaction disruption; AlphaScreen His-ARNT PAS-B/GST-TACC3 binding, luminescence; TACC3 fragment carries E629A point mutation; inhibition, % at 9.99 µM; Q9Y6A5; 0.66% of 390,000 active;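 active means mean inhibition of replicates at least 50% and at least half of replicates each reaching 50%; inconclusive means half or more replicates reach 50% but mean below 50%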;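 further: 0% = complete ARNT plus TACC3 wells and 100% = ARNT alone without TACC3; many hits fall short of the cut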
INS-1E GSIS act = GLuc luminescence reporter in INS-1E cells, primary screen for activators of glucose-dependent secretion of insulin. INS-1E GLuc reporter insulin secretion, 2-3 h. activation, % at 16.6 µM. 0.61% of 370,000 active. AID 743287;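 active means lowest replicate activation of at least 40%, so every replicate reaches that level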;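 further: 0% = median of neutral control wells and 100% = median of IBMX positive control wells; some compounds called inactive have numbers as strong as hits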
ERp5 block = blocks human ERp5 reductase activity on insulin | Q15084 | inhibition, % at 9.99 µM | ERp5 insulin aggregation, absorbance 650 nm, 90 min | 0.05% of 350,000 active;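 active means mean replicate inhibition above about 25%, with every replicate also reaching it, limit read from the data, passing the limit was not always enough; inconclusive means only one of those two criteria met; inactive means neither criterion met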
Target sequence (Q15084 whole entry, looked up): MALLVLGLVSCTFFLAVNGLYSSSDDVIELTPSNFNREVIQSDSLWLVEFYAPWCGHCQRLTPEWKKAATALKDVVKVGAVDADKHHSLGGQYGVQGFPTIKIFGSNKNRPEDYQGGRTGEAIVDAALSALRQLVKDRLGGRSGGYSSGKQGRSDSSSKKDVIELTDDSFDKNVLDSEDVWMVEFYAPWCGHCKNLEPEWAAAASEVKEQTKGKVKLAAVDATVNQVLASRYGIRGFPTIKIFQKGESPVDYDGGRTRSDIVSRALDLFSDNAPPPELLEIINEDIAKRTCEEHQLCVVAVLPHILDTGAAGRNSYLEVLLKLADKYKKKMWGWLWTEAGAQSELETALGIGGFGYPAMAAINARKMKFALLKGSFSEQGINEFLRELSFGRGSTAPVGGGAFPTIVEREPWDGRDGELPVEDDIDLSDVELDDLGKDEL
EWS-Fli block = blocks EWS/Fli oncoprotein-driven transcription | A673 NR0B1-luciferase reporter, viability-normalised | inhibition, % at 12.6 µM | 0.67% of 350,000 active;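 active means mean inhibition of at least 50% after viability correction, with every replicate also passing that limit; inconclusive means mean reaches 50% but only one of two replicates passes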;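 further: firefly luciferase signal divided by Alamar Blue viability fluorescence both relative to DMSO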
DENV2 CPE rescue = DENV2-induced cell death inhibition. CPE inhibition, % at 9.99 µM. AID 651640. DENV2-infected cells, cytopathic effect rescue, plate reader. 1.7% of 350,000 active; in the data active means CPE inhibition above about 20%, passing the limit was not always enough; inconclusive means no clear call, values can overlap the other calls; tested in BHK-21 cells;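 further: 0% = median of neutral control wells and 100% = median of positive control wells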
PAX8 reporter = inhibitors of PAX8 transcriptional activity in RMG-I cells | AID 652154 | inhibition, % at 12.6 µM | 1.2% of 360,000 active | RMG-I TPO-luciferase reporter, SteadyGlo, 24 h;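 active means mean replicate inhibition at least 60% with every replicate also reaching 60%; inconclusive means only one of the two criteria is met; inactive means mean below 60% and not all replicates reaching 60%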;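 further: luciferase light reporting Pax8 driven TPO promoter activity; plate controls were median of neutral control wells for no effect and mitoxantrone controls for full effect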
Xi reactivation = reactivates the inactive X chromosome in mouse fibroblasts; XiGFP mouse fibroblasts, % GFP-positive cells imaging, 3 d; cells co-treated with 5-aza-dC sensitizer; scaled so ellipticine positive control = 100%; activation, % at 7.58 µM; 0.055% of 360,000 active; AID 743238;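 active means mean normalized replicate activation at least 10% and every replicate at or above 10%; inconclusive means only one of the two criteria met; inactive means mean below 10% and not all replicates reach 10%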;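 further: 0% = median of on-plate neutral control wells and 100% = ellipticine 6 µM median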
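Schedule: 3 d treatment, 15 min room-temperature fixation; system: 68-5-11 XiGFP fibroblast line; buffer or medium: DMEM plus 5-aza-dC sensitizer; control set: ellipticine 6 µM positive control; compound: one concentration, pinned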
* hit, by the source's call; & = joins results of further samples.

Screening CN1C(=O)c2cc(NC(=O)C3CCCC3)ccc2OC[C@H]2O[C@@H](CC(=O)NCCc3ccncc3)CC[C@H]21 returned CFTR F508del cor 0.7, INS-1E GSIS act 3.1, ERp5 block 2.9, EWS-Fli block -0.3, DENV2 CPE rescue 5.2, PAX8 reporter -3.8 and Xi reactivation 0.0.
Screening COc1ccc(C(=O)NC(CC(C)C)C(=O)O)cc1 (stereo not drawn) returned CFTR F508del cor -0.7&1.6, ARNT-TACC3 inh -3.3&-1.3, INS-1E GSIS act 6.2, ERp5 block 0.9&3.7, EWS-Fli block -0.4&-2.9, DENV2 CPE rescue inconclusive, PAX8 reporter -5.2&6.7 and Xi reactivation 0.0.
`CCOc1ccc(C(=O)NC(C(=O)NCC(c2cccs2)N(C)C)C(C)C)cc1` (stereo not drawn) gave CFTR F508del cor -0.6, ARNT-TACC3 inh -5.9, INS-1E GSIS act -0.1, ERp5 block -0.7, EWS-Fli block -5.8, DENV2 CPE rescue 2.1, PAX8 reporter 6.4 and Xi reactivation 0.3.
CCOC(=O)N1CCN(CCC(=O)c2ccc(OC)cc2)CC1 was read as CFTR F508del cor -1.5, ARNT-TACC3 inh -1.3, INS-1E GSIS act -5.5, ERp5 block -38.1, EWS-Fli block 6.1, DENV2 CPE rescue -6.1, PAX8 reporter 52.1 and Xi reactivation 0.0.
Cc1ccc(S(=O)(=O)NN=Cc2cc(Cl)ccc2O)cc1 was read as CFTR F508del cor 4.2, ARNT-TACC3 inh -2.0, INS-1E GSIS act -25.4, ERp5 block 2.6, EWS-Fli block 19.4, DENV2 CPE rescue 0.9 and Xi reactivation 0.3.
Screening O=C(CCC(=O)N1CCSc2ccccc21)Nc1ccc(F)cc1 returned CFTR F508del cor -1.4, ARNT-TACC3 inh -6.7, ERp5 block 8.5, EWS-Fli block -2.9, DENV2 CPE rescue -0.5, PAX8 reporter -11.1 and Xi reactivation -0.1.
`CC(C)(O)C#Cc1ccc([C@@H]2C[C@H]3CN(c4ccccc4)C(=O)[C@]34CCCN24)s1` gave CFTR F508del cor 0.0, INS-1E GSIS act -4.4, ERp5 block -4.2, EWS-Fli block 16.2, DENV2 CPE rescue 3.5, PAX8 reporter inconclusive and Xi reactivation -0.2.
For Cc1ccc(N=Cc2cc(Cl)cc(Cl)c2O)nc1 the results were ARNT-TACC3 inh -1.1, ERp5 block -4.6, EWS-Fli block 0.6, DENV2 CPE rescue 0.3, PAX8 reporter 21.5 and Xi reactivation 0.0.
Screening Cc1ccc(NC(=O)C2CCN(C(=O)[C@@H]3Cc4ccccc4CN3)CC2)c(C)c1 returned CFTR F508del cor 0.9, ARNT-TACC3 inh -2.1, INS-1E GSIS act 8.8, ERp5 block -3.4, EWS-Fli block -10.3, DENV2 CPE rescue 8.9, PAX8 reporter -17.0 and Xi reactivation 0.0.
`Cc1ccc(OCC(=O)Nc2ccc3c(c2)ncn3C)cc1` gave CFTR F508del cor 22.0*, ARNT-TACC3 inh 6.9, INS-1E GSIS act -3.6, ERp5 block -8.4, EWS-Fli block -2.5, DENV2 CPE rescue -2.5, PAX8 reporter 5.6 and Xi reactivation -0.5.
COc1ccc(CC(=O)N(CCC2=CCCCC2)c2c(N)n(Cc3ccccc3)c(=O)[nH]c2=O)cc1 was read as CFTR F508del cor -1.9, INS-1E GSIS act -1.1, ERp5 block 6.1, EWS-Fli block 7.0, DENV2 CPE rescue -2.9, PAX8 reporter 4.4 and Xi reactivation 0.2.
O=C(CC1NCCc2ccccc21)Nc1ccccc1 (stereo not drawn) was read as CFTR F508del cor 0.0, ARNT-TACC3 inh -7.0, INS-1E GSIS act 5.3, ERp5 block -1.9, EWS-Fli block -56.3, DENV2 CPE rescue 10.5, PAX8 reporter 5.2 and Xi reactivation 0.0.
`C=CC[C@@H](CC(=O)N(CCO)Cc1ccccc1)C(=O)N[C@H](COC(=O)[C@@H](CC=C)Cc1ccc(F)cc1)c1ccccc1` gave CFTR F508del cor 2.9, ARNT-TACC3 inh -3.5, INS-1E GSIS act -15.9, ERp5 block 0.1, EWS-Fli block 3.8, DENV2 CPE rescue 17.8, PAX8 reporter 37.5 and Xi reactivation 0.0.
Screening Cc1ccc(NC(=O)C/C(N)=N/OC(=O)c2ccccc2)cc1 returned CFTR F508del cor -1.5, ARNT-TACC3 inh 8.4, INS-1E GSIS act -11.3, ERp5 block 0.1, EWS-Fli block -7.0, DENV2 CPE rescue -4.6, PAX8 reporter -4.5 and Xi reactivation 0.1.
Screening CNC[C@H](CC1CCCCC1)NC[C@H](Cc1ccccc1)NCCC12CC3CC(CC(C3)C1)C2 returned CFTR F508del cor -1.4, ARNT-TACC3 inh 22.2, INS-1E GSIS act 649.3*, ERp5 block 1.4, EWS-Fli block 26.5, PAX8 reporter 77.3* and Xi reactivation 1.9.
CCCCCCN1C[C@H](n2cc(C3CC3)nn2)[C@@H](O)C[C@@H]1c1ccc(Cl)cc1 was read as CFTR F508del cor -2.3, INS-1E GSIS act 31.3, ERp5 block 5.7, EWS-Fli block -14.9, DENV2 CPE rescue -6.6, PAX8 reporter -1.4 and Xi reactivation 0.3.
For Cc1ccc(S(=O)(=O)Nc2ccc3c(c2)C(=O)N([C@H](C)CO)C[C@H](C)[C@H](CN(C)Cc2ccccc2)O3)cc1 the results were CFTR F508del cor 0.9, ARNT-TACC3 inh -7.4, INS-1E GSIS act -2.9, ERp5 block 9.5, DENV2 CPE rescue 8.5, PAX8 reporter 5.7 and Xi reactivation 0.0.
`Cc1nc(C)c(-c2ccn(S(=O)(=O)c3ccc(Cl)cc3)n2)o1` gave ARNT-TACC3 inh 3.5, INS-1E GSIS act -2.0, ERp5 block -0.2, EWS-Fli block 19.1, DENV2 CPE rescue 0.4, PAX8 reporter 9.4 and Xi reactivation -0.1.
Screening C#CCOCCOCCOCCNc1nc(N2CCN(C(=O)[C@H](CCCN=C(N)N)n3cc(C(N)[C@@H](C)CC)nn3)CC2)nc(N2CCN(C(=O)[C@H](CCCCN)n3cc([C@@H](N)CC(N)=O)nn3)CC2)n1 (stereo partly drawn) returned CFTR F508del cor -3.6, ARNT-TACC3 inh 22.8, INS-1E GSIS act 1.9, ERp5 block 1.2, EWS-Fli block -8.4, DENV2 CPE rescue 2.9, PAX8 reporter 5.1 and Xi reactivation 0.0.
For Cn1c(NCCc2ccncc2)nc2cc(-c3cccc(C(F)(F)F)c3)sc2c1=O the results were CFTR F508del cor 1.5, INS-1E GSIS act -1.0, ERp5 block 4.4, EWS-Fli block 6.2, DENV2 CPE rescue -3.5, PAX8 reporter 10.3 and Xi reactivation -0.1.
`CC(=O)C(Cl)C(=O)Nc1ccccc1` (stereo not drawn) gave CFTR F508del cor 1.2, ARNT-TACC3 inh -6.9, INS-1E GSIS act -4.9, ERp5 block 2.0, EWS-Fli block 9.4, DENV2 CPE rescue 6.6, PAX8 reporter 3.3 and Xi reactivation -0.1.
`C[C@H](CO)N1C[C@H](C)[C@@H](CN(C)C(=O)NC2CCCCC2)Oc2ccc(NC(=O)CCC(F)(F)F)cc2C1=O` gave CFTR F508del cor -2.0&-0.9, ARNT-TACC3 inh -2.9&-2.1, INS-1E GSIS act -12.7&3.2, ERp5 block 2.3&4.8, EWS-Fli block -0.7&-3.4, DENV2 CPE rescue -13.4&2.4, PAX8 reporter -0.8&-5.9 and Xi reactivation 0.2&-0.7.
For CCN1[C@@H]2c3ccc(-c4cccnc4)c(=O)n3C[C@H]1[C@H](CO)[C@H]2C(=O)NC1CCCCC1 the results were CFTR F508del cor 0.7, ARNT-TACC3 inh -1.5, INS-1E GSIS act 6.6, ERp5 block -3.7, EWS-Fli block -0.4, DENV2 CPE rescue 0.6, PAX8 reporter -9.9 and Xi reactivation 0.0.
For CCCC(=O)Nc1ccc2c(c1)C(=O)N(C)C[C@@H](OC)[C@H](C)CN(Cc1ccccc1OC)[C@H](C)CO2 the results were CFTR F508del cor -1.2, ARNT-TACC3 inh -4.0, INS-1E GSIS act 6.1, ERp5 block -2.3, EWS-Fli block 6.6, DENV2 CPE rescue 13.6, PAX8 reporter -14.4 and Xi reactivation 0.2.
`CC(=O)C1=C(c2ccccc2)OC(N)=C(C#N)C1c1ccc(O)cc1` (stereo not drawn) gave INS-1E GSIS act 7.8, ERp5 block -0.8, EWS-Fli block 16.9, DENV2 CPE rescue 3.2, PAX8 reporter 1.7 and Xi reactivation 0.0.
Screening O=C1c2cccc3cccc(c23)C(=O)N1CCO returned CFTR F508del cor 0.1, INS-1E GSIS act 32.0, ERp5 block -6.7, EWS-Fli block -6.6, DENV2 CPE rescue 1.0, PAX8 reporter -22.7 and Xi reactivation -0.2.
For COc1ccc(NC(=O)CN2C(=O)NC3(CCCCCCC3)C2=O)cc1 the results were CFTR F508del cor 4.4, ARNT-TACC3 inh -3.2, INS-1E GSIS act 10.8, ERp5 block -2.1, EWS-Fli block 3.9, DENV2 CPE rescue 13.2, PAX8 reporter 4.7 and Xi reactivation 0.1.
For O=CN1CCN(C(=O)c2ccc([N+](=O)[O-])cc2)CC1 the results were ARNT-TACC3 inh -4.2, INS-1E GSIS act 10.4, PAX8 reporter 4.7 and Xi reactivation -0.1.
CCn1c(C)nc2cc(S(N)(=O)=O)ccc21 was read as CFTR F508del cor 1.7, ARNT-TACC3 inh -7.6, INS-1E GSIS act 10.7, ERp5 block -2.8, EWS-Fli block -6.1, DENV2 CPE rescue -0.8, PAX8 reporter 5.4 and Xi reactivation -0.1.
`COc1ccc2c3c(n(C)c2c1)[C@@H](CO)N(CC1CC1)CC31CCN(C(=O)CC2CC2)CC1` gave CFTR F508del cor -0.5, INS-1E GSIS act -13.2, ERp5 block -3.8, EWS-Fli block -4.9, DENV2 CPE rescue 4.4 and Xi reactivation 0.1.
Screening CC(C)Oc1ccc(S(=O)(=O)N2CCCCC2)cc1NC(=O)C1CCC1 returned CFTR F508del cor 0.7, ARNT-TACC3 inh -2.5, INS-1E GSIS act 4.9, ERp5 block 1.2, EWS-Fli block 8.2, PAX8 reporter -12.9 and Xi reactivation -0.1.
Screening C=CCNC(=O)CSc1nc2sc3c(c2c(=O)n1CCCOC)CCC3 returned CFTR F508del cor 2.8, ARNT-TACC3 inh 6.9, INS-1E GSIS act 15.1, ERp5 block 1.9, EWS-Fli block 8.1, DENV2 CPE rescue 1.2, PAX8 reporter -28.2 and Xi reactivation 0.2.
C[C@@H]1CN([C@H](C)CO)C(=O)Cc2cc(NS(C)(=O)=O)ccc2O[C@@H]1CN(C)S(=O)(=O)c1ccccc1 was read as CFTR F508del cor 0.2, ARNT-TACC3 inh -11.5, INS-1E GSIS act 7.4, ERp5 block -4.3, EWS-Fli block 6.0, DENV2 CPE rescue -0.3, PAX8 reporter -10.0 and Xi reactivation -0.9.
Screening CCCNC(=O)N1CC2(C1)CN(C(=O)c1cccnc1)[C@@H](CO)c1[nH]c3cc(OC)ccc3c12 returned CFTR F508del cor -1.0, INS-1E GSIS act 10.7, ERp5 block -3.6, EWS-Fli block 22.0, DENV2 CPE rescue 12.9 and Xi reactivation 0.2.
For CCCc1cc(C(=O)N2CCCN(C)CC2)cs1 the results were CFTR F508del cor 5.1, ARNT-TACC3 inh 3.2, INS-1E GSIS act -3.5, ERp5 block 0.3, EWS-Fli block 2.1, DENV2 CPE rescue 10.2, PAX8 reporter 6.8 and Xi reactivation 0.0.

Screens (PubChem BioAssay)
